All columns: NCI-60 one-dose screen, growth in % after 48 h at 10 µM unless noted; 100 = growth as untreated, 0 = no growth, -100 = all killed.
NCI-H226: NCI-H226 lung cancer. 3.5% of 79,000 active
NCI/ADR-RES: NCI/ADR-RES ovarian cells. AID 1794790. 4.4% of 81,000 active
NCI-H23: NCI-H23 lung cancer | 4% of 80,000 active
HCT-15: HCT-15 colon cancer; 5.2% of 82,000 active
HCT-116: HCT-116 colon cancer. 7.3% of 82,000 active
NCI-H522: NCI-H522 lung cancer; 8% of 78,000 active
NCI-H460: NCI-H460 lung cancer; 6.8% of 82,000 active
NCI-H322M: NCI-H322M lung cancer; AID 1794733; 2.7% of 80,000 active
COLO 205: COLO 205 colon cancer; 7.3% of 79,000 active; AID 1794742
Numbers without * were called inactive; / = not tested or not shown. The calls were made as follows: active = growth percent below 10; inactive = the rest.

SMILES	NCI-H226	NCI/ADR-RES	NCI-H23	HCT-15	HCT-116	NCI-H522	NCI-H460	NCI-H322M	COLO 205
COc1cc(CSc2nc3ccc(C)cc3c(=O)n2Cc2ccccc2)cc(OC)c1OC	47	13	21	29	25	-14*	18	46	-19*
O=C(Nc1ccc2c(ccn2Cc2ccccn2)c1)c1ccnnc1	87	114	95	111	93	/	104	99	110
CCc1cccc2c3c(sc12)C(c1ccc(F)cc1)C(C#N)=C(N)O3 (stereo unspecified)	29	14	34	14	18	27	13	58	5.5*
CCN1CCN(c2nc(-c3ccc(Nc4ncnc5cc(Cl)ccc45)cc3)cc(-c3cc(OC)c(OC)c(OC)c3)n2)CC1	59	86	101	100	98	96	94	107	105
COCCOCC(=O)O	106	101	100	114	106	100	115	133	105
O=C(C[C@]1(O)C(=O)Nc2ccccc21)c1ccc(O)c(O)c1O	93	106	103	110	105	94	104	98	106
O=C1Nc2ccc(Cl)cc2/C1=C/c1ccc(OCc2ccc([N+](=O)[O-])cc2)cc1	82	98	95	85	90	81	98	97	102
O=C(Nc1ccc(Oc2cccc(F)c2)c(Cl)c1)c1cccnc1	57	14	45	30	34	36	25	51	23
N#CCCN1CCS(=O)(=O)C1=O	106	106	114	105	103	/	105	93	110
CCCCCCCCCCCCCCCCNC(=O)Nc1cc(Cl)ccc1Cl	88	100	93	106	101	92	103	95	118
O=C(NCC(O)CO)c1ncc(-c2ccc(C(F)(F)F)cc2)c(NC2CCCCCC2)n1 (stereo unspecified)	93	95	97	98	86	93	102	92	105
CCCC/C(=C\c1ccc(O)c(O)c1)C(=O)NC(Cc1ccccc1)C(=O)C(=O)NCc1ccccc1 (stereo unspecified)	90	96	85	55	79	42	84	90	108
Cc1nn(-c2ccccc2[N+](=O)[O-])c(C)c1N=Nc1ccc(Br)cc1	89	92	87	68	71	45	94	84	114
C[C@H](c1nc2ccccc2nc1NC(C)(C)C)[C@H]1CC[C@H]2[C@@H]3CCC4=CC(=O)CC[C@]4(C)[C@H]3CC[C@]12C	93	103	97	98	98	73	92	101	122
CCC(=O)Oc1ccc(/C(=C(/C)Cc2cccc(OC)c2)c2ccc(OCCN3CCCC3)cc2)cc1	89	94	92	91	91	96	101	94	100
C=C(C)[C@@H]1CC[C@]2(C=O)CC[C@]3(C)[C@H](CC[C@@H]4[C@@]5(C)CCC(=NCCC(=O)O)C(C)(C)[C@@H]5CC[C@]43C)[C@@H]12	96	96	93	101	94	87	102	100	120
COC(=O)/C=C1/SC(=Nc2ccc([N+](=O)[O-])cc2)N(CCc2c[nH]c3ccc(O)cc23)C1=O	86	44	65	47	15	57	17	87	78
CC(=O)c1sc(N2N=C(c3ccc(Cl)cc3)CC2c2cccnc2)nc1C (stereo unspecified)	91	89	98	83	80	78	91	89	/
COc1cccc(-c2nc3occn3c2-c2ccnc(NCCNS(=O)(=O)c3cccc4ccccc34)n2)c1	100	99	103	103	100	102	101	104	96
C=CCn1cc(-c2nc3ccccc3s2)c2cc(-c3ccc4c5c(cccc35)C(=O)N(CCN(CC)CC)C4=O)ccc21	77	98	93	97	87	93	97	97	96
Nc1ccc(C(=NNc2ccc([N+](=O)[O-])cn2)c2ccc(N)cc2)cc1	100	96	96	95	106	91	103	99	106
CC(=O)Nc1ccc(N=Nc2c(S(=O)(=O)O)cc3cc(S(=O)(=O)O)cc(OC(=O)c4ccc(N)cc4)c3c2O)cc1	100	104	98	108	105	98	/	108	122
CC1[C@H]2[C@H](C[C@H]3[C@@H]4CC=C5c6sc(Nc7ncccn7)nc6CC[C@]5(C)[C@H]4CC[C@@]32C)O[C@]12CC[C@@H](C)CO2 (stereo partly specified)	89	92	/	80	86	70	90	94	67
O=C1OCCN1N1CCOC1=O	99	108	106	104	116	98	111	107	104
COc1ccccc1N1CCN(C(=O)CCCl)CC1	95	110	104	96	106	91	107	102	109

As a short view, part of the list above.
SMILES	NCI-H226	NCI/ADR-RES	NCI-H23	HCT-15	HCT-116	NCI-H522	NCI-H460	NCI-H322M	COLO 205
C=C(C)[C@@H]1CC[C@]2(C=O)CC[C@]3(C)[C@H](CC[C@@H]4[C@@]5(C)CCC(=NCCC(=O)O)C(C)(C)[C@@H]5CC[C@]43C)[C@@H]12	96	96	93	101	94	87	102	100	120
COC(=O)/C=C1/SC(=Nc2ccc([N+](=O)[O-])cc2)N(CCc2c[nH]c3ccc(O)cc23)C1=O	86	44	65	47	15	57	17	87	78
CC(=O)c1sc(N2N=C(c3ccc(Cl)cc3)CC2c2cccnc2)nc1C (stereo unspecified)	91	89	98	83	80	78	91	89	/

Carrying on:
SMILES	NCI-H226	NCI/ADR-RES	NCI-H23	HCT-15	HCT-116	NCI-H522	NCI-H460	NCI-H322M	COLO 205
CCOC(=O)C1=C(C)Nc2nnc(Nc3ccccc3)n2C1c1ccccc1 (stereo unspecified)	87	71	72	58	7.9*	79	-28*	91	89
COc1ccc(C(=O)C2C(c3ccc(Br)cc3)CN(C)C23C(=O)c2ccccc2C3=O)cc1 (stereo unspecified)	78	90	87	100	87	87	103	102	117
c1cc(CSC2=NCCN2)ccc1CSC1=NCCN1	92	96	83	82	75	75	102	96	97
COC(=O)OC1C(O[C@H]2C[C@H]3[C@@H]4CC=C5C[C@@H](O)CC[C@]5(C)[C@H]4CC[C@]3(C)[C@H]2[C@H](C)C(=O)CCC(C)C)OCC(O)C1OC1OCC(O)C(O)C1OC(=O)c1ccc(OC)cc1 (stereo partly specified)	-8.6*	70	28	-41*	5.3*	-50*	-24*	45	-52*
COc1ccc(-c2cc(-c3cc(OC)c(OC)c(OC)c3)c(C#N)c(N3CCOCC3)n2)cc1O	108	-52*	-6.4*	24	49	58	48	66	97
CC(=O)c1ccc2c(c1)CCc1ccccc1-2	95	119	107	94	97	110	107	116	110
COc1cc(OCc2cccc(-c3ccc(C(O)c4nccs4)cc3)c2C)cc(OC)c1C=O (stereo unspecified)	/	58	42	32	23	47	39	92	/
O=C(CC(NC(=O)OCc1ccccc1)C(=O)OCc1ccccc1)OCc1ccccc1 (stereo unspecified)	106	98	106	106	97	89	101	99	99
O=[N+]([O-])c1cc2cccnc2c2ncccc12	105	100	105	93	101	38	91	141	117
Fc1ccc(-c2nc(CSc3nc4ccccc4o3)no2)cc1	104	103	100	102	108	88	106	97	110
C=CCn1c(-c2nc3ccc(C(=C(C#N)C#N)c4ccccc4)cc3[nH]2)cc2cc(-c3ccccc3OC)ccc21	90	99	99	100	101	86	104	100	115
CC(C)C(OB(OC(C(C)C)C(C)C)OC(C(C)C)C(C)C)C(C)C	102	102	101	102	107	100	114	96	110
COc1cc(OC)cc(/C(C)=N/NC(=O)CSc2nc3ccccc3c(=O)n2CCc2ccc(S(N)(=O)=O)cc2)c1	104	100	89	96	95	90	99	98	113
Cc1ccc2ccccc2[n+]1C	99	104	98	102	137	/	108	111	117
CN(C)CCOc1nc2c(c(=O)n(C)c(=O)n2C)n1C	102	100	106	101	104	107	105	102	106
O=C(O)c1ccc(Nc2ncnc3c2cnn3-c2cccc(Br)c2)cc1	102	104	95	99	96	96	103	101	102
OCC(O)C(O)C(O)C(O)C(O)C(/C=N/Nc1ccccc1)=N/Nc1ccccc1 (stereo unspecified)	80	89	87	93	89	67	94	81	102
COc1ccccc1NC(=O)Oc1cccc(OC(=O)c2ccccc2)c1	96	92	95	98	104	89	108	94	128
Cc1c2ccccc2c(C)c2c1ccc1ccccc12	100	106	82	90	81	79	88	91	95
COc1ccc(-c2nsc3c2NC(=O)CC3c2cccc(Cl)c2)cc1 (stereo unspecified)	75	16	47	28	24	-6.6*	13	36	-41*
O=C(Nc1cccc(C(F)(F)F)c1)Nc1ccc(OCc2nnc(-c3ccc(Cl)cc3)o2)c(F)c1	95	73	68	43	37	64	64	86	66
COc1ccc(NC(=O)[C@H](C)NC(=O)OC(C)(C)C)cc1C(=O)Nc1cccc(C2CC(=O)c3c(cc(OC)c(OC)c3OC)O2)c1 (stereo partly specified)	56	61	/	40	45	31	58	88	70
CN1CCN(C(=O)OCc2ccc3c(Cl)cc(Cl)c(O)c3n2)CC1	98	15	60	23	33	80	67	60	107
CCCCC[C@H]1C/C=C2/C(=O)C(Cl)=C[C@@H]2C/C=C\CCCC(=O)O[C@@H](CCCCC)C/C=C2/C(=O)C(Cl)=C[C@@H]2C/C=C\CCCC(=O)O1	-34*	20	-25*	-25*	-99*	-67*	-27*	-31*	-76*
CCCCCCC(C)NCC(C)(C)O (stereo unspecified)	109	105	96	97	104	100	106	110	103

Quoted from the listing.
NCI/ADR-RES, CN(C)CCOc1nc2c(c(=O)n(C)c(=O)n2C)n1C → 100
NCI-H226, CC(=O)c1ccc2c(c1)CCc1ccccc1-2 → 95
COLO 205, COC(=O)OC1C(O[C@H]2C[C@H]3[C@@H]4CC=C5C[C@@H](O)CC[C@]5(C)[C@H]4CC[C@]3(C)[C@H]2[C@H](C)C(=O)CCC(C)C)OCC(O)C1OC1OCC(O)C(O)C1OC(=O)c1ccc(OC)cc1 (stereo partly specified) → -52*
NCI-H23, COc1ccc(C(=O)C2C(c3ccc(Br)cc3)CN(C)C23C(=O)c2ccccc2C3=O)cc1 (stereo unspecified) → 87
NCI-H522, CCCCC[C@H]1C/C=C2/C(=O)C(Cl)=C[C@@H]2C/C=C\CCCC(=O)O[C@@H](CCCCC)C/C=C2/C(=O)C(Cl)=C[C@@H]2C/C=C\CCCC(=O)O1 → -67*
HCT-15, CN1CCN(C(=O)OCc2ccc3c(Cl)cc(Cl)c(O)c3n2)CC1 → 23
NCI/ADR-RES, COc1ccc(-c2nsc3c2NC(=O)CC3c2cccc(Cl)c2)cc1 (stereo unspecified) → 16

More entries:
SMILES	NCI-H226	NCI/ADR-RES	NCI-H23	HCT-15	HCT-116	NCI-H522	NCI-H460	NCI-H322M	COLO 205
N[C@@H](Cc1cc(I)c(Oc2cc(I)c(O)c(I)c2)c(I)c1)C(=O)O	98	81	52	100	68	43	56	73	96
O=c1[nH]cnc2ccccc12	104	117	106	109	112	96	117	106	120
CCCCS(=O)(=O)Oc1ccc(-c2nc(C)c(C(=O)OCC)s2)cc1C=O	87	69	84	51	8.7*	58	59	87	106
CN1CCO/C1=C(/NC(=O)c1ccccc1)[P+](c1ccccc1)(c1ccccc1)c1ccccc1	107	112	99	104	95	71	102	102	78
Cc1ccc(NC(=O)c2ccc(-n3c(=O)[nH]c4ccccc4c3=O)cc2)cc1	61	80	88	89	92	14	86	100	109
CCCCNc1nc(NC(C)(C)C)nc(NC(C)(C)C)n1	/	53	48	58	31	53	83	98	63
Clc1c(Cl)[n+](Cc2ccc3ccccc3c2)cn1Cc1ccc2ccccc2c1	44	98	33	75	7.0*	-53*	26	51	-74*
N#CC(C(=O)c1ccccc1)c1ccc(Cl)cc1 (stereo unspecified)	99	115	104	98	101	101	102	100	111
COc1ccc2nc([C@H]3C[C@@H]3c3cc(OC)c4c(c3)OCO4)[nH]c2c1	87	93	97	83	97	96	100	92	110
CCCCCCCOc1ccc(C(=O)Nc2ccc(C)cc2C(=O)O)cc1	91	90	92	70	79	75	76	102	121
Cn1nc(-c2ccccc2)c2c(-c3ccccc3)onc2c1=O	62	46	48	38	43	11	28	55	15
COc1ccc(-c2cc(-c3ccc(Br)s3)[nH]c(=O)c2C#N)cc1	/	101	97	99	99	95	106	94	/
Cc1ccc2nc(COc3ccc(NC(=S)NC4CCCCC4)cc3)[nH]c2c1	94	108	111	79	101	83	119	104	151
CCCN(CCC)CC(O)CNc1cc(OC)cc2cccnc12 (stereo unspecified)	97	93	97	99	86	92	101	110	106
C[C@]12CC[C@@H]3c4ccc(O)cc4CC[C@H]3[C@@H]1CC[C@@H]2NS(=O)(=O)c1ccc(Cl)cc1	68	54	70	47	43	32	51	73	53
C#CCOc1ccc(C(Nc2cc(C)ccc2C)c2nnnn2C2CCCCC2)cc1 (stereo unspecified)	85	76	89	79	59	77	88	94	105
CNC(=O)c1cc(Oc2ccc3c(c2)sc2nc(-c4cc(C(F)(F)F)cc(C(F)(F)F)c4)cn23)ccn1	27	68	45	71	36	35	38	90	55
CC1(O)Cn2c(nc3nccnc32)S1 (stereo unspecified)	99	104	97	112	98	93	105	84	111
Cc1cc(=O)[nH]n1-c1ccc(C(F)(F)F)cc1N	/	102	97	104	90	/	116	118	99
O=Cc1c(O)c2ccccc2[nH]c1=O	89	104	98	95	89	95	103	112	108
Cn1c(=O)c2[nH]c(C3CC4CCC3C4)nc2n(C)c1=O (stereo unspecified)	124	106	99	106	109	117	110	141	112
COC(=O)c1ccccc1C(=O)c1c(C)cc(C)cc1C	89	102	95	101	100	88	105	101	104
O=C1/C(=C/c2ccccc2)SC(=Nc2ccccc2)N1Nc1ccccc1	-40*	9.0*	14	9.1*	-23*	-5.5*	-25*	27	0.2*
CCOC(=O)c1c(N2CCN(C)CC2)[nH]c(=O)c(C=Nc2ccc(OC)cc2)c1O	95	102	101	98	101	85	104	93	137
COc1ccc2c(c1)C(N1CCCCCC1=O)CCN2Cc1ccc(Cl)cc1 (stereo unspecified)	92	82	92	92	86	79	108	93	112
FC(F)(F)c1cccc(-n2nnc3cnc(Nc4ccc(N5CCCCC5)cc4)nc32)c1	92	77	66	66	4.9*	2.9*	13	91	77
O=C(CNc1ccc2c(c1)C(=O)c1ccccc1C2=O)Nc1ccc2c(c1)C(=O)c1ccccc1C2=O	-62*	-40*	-71*	-82*	-90*	-96*	-72*	-95*	-89*
COc1ccc(C(=O)NNc2nc(Cl)nc(N3CCN(C(c4ccccc4)c4ccccc4)CC3)n2)cc1	90	50	3.6*	-37*	9.0*	-33*	101	58	61
Nc1ccc(S(=O)c2ccc(N)cc2)cc1	88	111	110	103	100	101	103	103	113
COc1cc(/C=C/c2cc(/C=C/c3ccc(O)c(OC)c3)[nH]c(=O)n2)ccc1O	76	91	63	82	35	55	70	/	52

Screening data: PubChem, NCI
